# RAD52 anneal inh = RAD52 DNA annealing inhibitors, primary screen, biochemical, FRET, single point, set 2; DNA repair protein RAD52 homolog (Homo sapiens), P43351; recombinant RAD52 DNA annealing, FRET fluorescence; inhibition, % at 18.7 µM; actives 0.46% (n = 360,000);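 active = every replicate showing at least 50% inhibition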
# CASP6 VEID inh = human caspase-6 inhibitors, primary screen, biochemical, VEID-R110 fluorescence, single point, set 2; P55212; purified caspase-6, Z-VEID-R110 cleavage fluorescence; inhibition, % at 12.5 µM; actives 0.53% (n = 350,000); AID 686996, 2013;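 active = mean inhibition across replicates at least about 35%, with every replicate also reaching that limit, limit read from the data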;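 also: 0% = median of neutral control wells and 100% = no fluorescence left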
# Target sequence (P55212 24-179 limits assumed): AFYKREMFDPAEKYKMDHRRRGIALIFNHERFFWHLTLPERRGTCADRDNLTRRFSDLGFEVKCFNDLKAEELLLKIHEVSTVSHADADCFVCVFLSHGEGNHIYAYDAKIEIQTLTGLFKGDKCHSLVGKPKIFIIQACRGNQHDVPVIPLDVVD
# Target sequence (P55212 194-293 limits assumed): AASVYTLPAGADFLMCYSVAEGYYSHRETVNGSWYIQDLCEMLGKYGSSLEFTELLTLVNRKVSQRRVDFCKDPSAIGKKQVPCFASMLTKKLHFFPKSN
# ERp5 block = inhibitors of ERp5-driven insulin aggregation, primary screen, biochemical, turbidity, absorbance 650 nm, single point; 90 min; inhibition, % at 9.99 µM; actives 0.05% (n = 350,000); AID 651711, 2012;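 active = mean replicate inhibition above about 25%, with every replicate also reaching it, limit read from the data, passing the limit was not always enough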
# E-sel inducer = E-selectin induction in HUVECs, primary screen, imaging, HUVEC, immunofluorescence imaging, single point. actives 0.37% (n = 260,000). P16581. activation, % at 7.58 µM. normalized: neutral wells 0, TNF-alpha wells 100;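 active = mean E-selectin-positive cell signal at least 10% of the positive control, reached in at least 60% of replicates, without over 20% cell loss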;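 also: in these data hits start at about 27%; measured in HUVEC primary endothelial cells; signal is the percent of cells scored E-selectin positive by PE staining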
# Target sequence (P16581 whole entry, looked up): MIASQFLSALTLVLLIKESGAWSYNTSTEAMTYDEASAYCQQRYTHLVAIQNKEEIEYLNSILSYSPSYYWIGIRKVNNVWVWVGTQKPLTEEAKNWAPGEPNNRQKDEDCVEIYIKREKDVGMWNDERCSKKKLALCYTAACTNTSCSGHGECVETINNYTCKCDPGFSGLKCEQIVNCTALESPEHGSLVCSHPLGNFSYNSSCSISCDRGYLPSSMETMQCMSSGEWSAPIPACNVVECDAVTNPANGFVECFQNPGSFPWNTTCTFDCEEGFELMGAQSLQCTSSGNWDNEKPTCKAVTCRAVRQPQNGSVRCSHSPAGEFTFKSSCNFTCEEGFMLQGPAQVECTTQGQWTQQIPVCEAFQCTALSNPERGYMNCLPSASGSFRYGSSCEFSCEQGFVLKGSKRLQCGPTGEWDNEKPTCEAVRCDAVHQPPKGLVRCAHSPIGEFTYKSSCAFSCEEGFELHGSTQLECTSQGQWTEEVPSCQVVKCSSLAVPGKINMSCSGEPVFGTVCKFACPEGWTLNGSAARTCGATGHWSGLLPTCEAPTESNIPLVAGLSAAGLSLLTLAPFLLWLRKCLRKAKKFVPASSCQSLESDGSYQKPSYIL
#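 Test system: HUVEC | Signal: Immunofluorescence imaging | Read-out: Percent E-selectin-positive cells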
# Starred values were filed as active, the others as inactive; nt = not tested or not shown. An excerpt (hit frequency here may not be typical).
SMILES,RAD52 anneal inh,CASP6 VEID inh,ERp5 block,E-sel inducer
COc1ccc(COC[C@]23Oc4ccccc4[C@H]([C@H]2COC(=O)c2ccc([N+](=O)[O-])cc2)N(C(=O)CC(C)=O)C(=O)N3C)cc1,19,0,2,nt
COCc1cc(=O)[nH]c(/N=C(\N)Nc2cccc(Cl)c2)n1,-11,-6,4,nt
CCCOc1ccccc1N/C(N)=N/c1nc(C)cc(C)n1,0,0,2,nt
O=C(CSc1ncn[nH]1)Nc1ccc([N+](=O)[O-])cc1Br,-1,1,3,nt
C[C@H](CO)N1C[C@H](C)[C@@H](CN(C)Cc2ccccc2C(F)(F)F)OCc2ccccc2-c2ccccc2C1=O,25,2,-6,nt
O=C1CC[C@@H](CN(Cc2ccccn2)Cc2nc(Cc3cccc(C(F)(F)F)c3)no2)N1,-8,3,6,nt
CC1(C)NC(=O)N(CC(=O)OCC(=O)Nc2cccc(S(N)(=O)=O)c2)C1=O,-6,0,5,nt
COC(=O)c1cc(CNC(=O)c2cccc(Cl)c2Cl)ccc1OC,1,0,0,nt
C=CCN1C(=O)N(Cc2ccccc2)c2ccccc2S1(=O)=O,-3,2,1,nt
O=C(C[n+]1ccccc1)N/N=C/c1ccco1,50*,-91,-1,nt
COc1ccc(NC(=O)N(C)C[C@H]2OCCCC[C@H](C)Oc3ccc(NC(=O)NC4CCCCC4)cc3C(=O)N([C@H](C)CO)C[C@H]2C)cc1,17,0,11,nt
COc1ccc(CN2C[C@@H](C)[C@H](OC)CN(C)C(=O)c3ccc(NC(C)=O)cc3OC[C@H]2C)cc1,-5,-2,5,nt
Cc1ccc(C)c([N+](=O)[O-])c1,-5,1,-4,nt
O=C(C1CCCO1)N1CCN(C(=S)Nc2ccc(Cl)cc2Cl)CC1 (centres undefined),-19,-1,3,nt
CC(C)c1ccc(NC(=O)COC(=O)COc2ccccc2)cc1,-5,-2,-2,nt
O=C(CN1CCC(n2nnc3cc(C(F)(F)F)ccc32)CC1)NNC(=O)c1ccco1,-6,2,2,nt
Cc1cc(C)cc([C@H]2C[C@]34CN(Cc5ccccc5)S(=O)(=O)[C@H]3C[C@H]2O4)c1,-5,0,6,nt
N#CCCn1cc(C(=O)Nc2ccc(C(=O)O)cc2)c(-c2cccs2)n1,-19,2,4,nt
COc1cc2sc3ccc(-c4ccc(N(C)C)nc4)cc3c(=O)c2cc1OC,-115,0,-8,nt
c1ccc(SC23CCCCN(CCC2)[C@]32CO2)cc1 (some centres undefined),-13,-26,0,nt
COc1ccc(OCCCC(=O)NCCc2ccc(OC)c(OC)c2)cc1,-10,0,0,nt
C[C@H](CO)N1C[C@H](C)[C@H](CN(C)C(=O)Nc2ccc(F)cc2)Oc2ncc(/C=C/c3ccccc3)cc2C1=O,-13,0,5,nt
O=c1[nH]c(SCc2cccc([N+](=O)[O-])c2)nc2[nH]ncc12,-6,0,5,nt
CCC(C)(C)NC(=O)C(c1cccs1)N(C(=O)c1ccn[nH]1)c1cccc(OC)c1 (centres undefined),-7,4,0,nt
O=C1NC[C@@H](CCCCN2CCN(CCc3ccc(O)cc3)C(=O)C2=O)N(CCC2CCCCC2)C1=O,-4,2,7,nt
SMILES,RAD52 anneal inh,CASP6 VEID inh,ERp5 block,E-sel inducer
Cc1c(NC(=O)/C(C#N)=C/c2ccc3ccccc3c2)c(=O)n(-c2ccccc2)n1C,6,0,1,nt
COC(=O)CSc1nnc(-c2ccc(OC)c(OC)c2)o1,-5,2,-12,nt
Cc1cc2cc(C)c(NCCNC(=O)c3ccccc3F)nc2cc1C,-1,0,-1,nt
CC(C)NC(=S)N/N=C1\CCCCc2ccccc21,-28,1,4,nt
Cc1csc2c(=O)[nH]cnc12,-10,-3,2,nt
CCCCCCCCNC(=O)c1ccc(C)cc1,-4,0,-6,nt
CCOc1ccc(C(C)=O)cc1COC(=O)CN1C(=O)NC2(CCCC2)C1=O,-36,-1,2,nt
Cc1ccc(NC(=O)c2ccc(OCc3c(C)noc3C)cc2)cc1,-10,-3,2,nt
O=C1OC(c2ccc(F)cc2)CC1CN1CCOCC1 (centres undefined),-41,2,4,nt
C[C@@H]1CN([C@@H](C)CO)C(=O)Cc2cc(NC(=O)Nc3ccc4c(c3)OCO4)ccc2O[C@H]1CN(C)C(=O)Nc1ccc2c(c1)OCO2,2,0,nt,-0.3
CO[C@@H]1CN(C)C(=O)c2ccc(NC(C)=O)cc2OC[C@@H](C)N(C(=O)c2ccccc2)C[C@@H]1C,-12,0,nt,-0.1
C[C@H](CO)N1C[C@H](C)[C@H](CN(C)S(=O)(=O)c2ccc(Cl)cc2)Oc2ccc(NC(=O)CCCCCC(=O)Nc3ccccc3N)cc2C1=O,-6,1,nt,-0.5
CCC(=O)Nc1ccc2c(c1)OC[C@H](C)N(C(=O)c1ccc(F)cc1)C[C@H](C)[C@@H](OC)CN(C)C2=O,-12,0,nt,0.3
COc1ccc2c3c([nH]c2c1)[C@@H](CO)N(C(=O)c1cnccn1)CC31CCN(C(=O)c2cnccn2)CC1,0,1,nt,1.2
C[C@@H]1CCCCO[C@@H](CN(C)C(=O)Nc2ccc(F)cc2)[C@@H](C)CN([C@@H](C)CO)C(=O)c2cc(NC(=O)Cc3ccccc3)ccc2O1,-14,0,nt,0.1
COc1ccc2c3c([nH]c2c1)[C@@H](CO)N(S(=O)(=O)c1ccc(C)cc1)CC31CN(Cc2ccccc2)C1,1,1,nt,-0.2
CCC(=O)N1C[C@H](C)[C@@H](OC)CN(C)C(=O)c2cc(NC(=O)NC3CCCC3)ccc2OC[C@@H]1C,-10,3,nt,-0.1
C[C@H](CO)N1C[C@H](C)[C@H](CN(C)S(=O)(=O)c2ccc(F)cc2)Oc2ccc(NC(=O)Nc3ccc(C(F)(F)F)cc3)cc2CC1=O,-8,0,nt,1.0
CO[C@H]1CN(C)C(=O)c2ccc(NC(=O)Nc3ccccc3)cc2OC[C@H](C)N(C(=O)CC2CC2)C[C@@H]1C,16,0,nt,0.1
C[C@H](CO)N1C[C@H](C)[C@H](CN(C)Cc2ccc(C(F)(F)F)cc2)OCCCC[C@H](C)Oc2ccc(NS(=O)(=O)c3cccs3)cc2C1=O,48,2,nt,-0.2
C[C@H](CO)N1C[C@H](C)[C@H](CN(C)C(=O)Nc2cccc(C(F)(F)F)c2)OCc2ccccc2-c2c(n(C)c3ccccc23)C1=O,6,4,nt,1.0
CO[C@@H]1CN(C)C(=O)c2ccc(NC(=O)Nc3cc(F)ccc3F)cc2OC[C@@H](C)N(C(=O)c2cnccn2)C[C@@H]1C,3,1,nt,-0.1
CO[C@@H]1CN(C)C(=O)c2ccc(NS(=O)(=O)c3cccc(F)c3)cc2OC[C@@H](C)NC[C@@H]1C,5,1,nt,2.2
CO[C@H]1CN(C)C(=O)c2ccc(NC(C)=O)cc2OC[C@H](C)N(CCc2ccccc2)C[C@@H]1C,1,1,nt,0.0
CO[C@@H]1CN(C)C(=O)c2ccc(NC(C)=O)cc2OC[C@@H](C)N(CCc2ccccc2)C[C@@H]1C,1,0,nt,0.2

# A stretch from further up:
SMILES,RAD52 anneal inh,CASP6 VEID inh,ERp5 block,E-sel inducer
Cc1c(NC(=O)/C(C#N)=C/c2ccc3ccccc3c2)c(=O)n(-c2ccccc2)n1C,6,0,1,nt
COC(=O)CSc1nnc(-c2ccc(OC)c(OC)c2)o1,-5,2,-12,nt
Cc1cc2cc(C)c(NCCNC(=O)c3ccccc3F)nc2cc1C,-1,0,-1,nt
CC(C)NC(=S)N/N=C1\CCCCc2ccccc21,-28,1,4,nt
Cc1csc2c(=O)[nH]cnc12,-10,-3,2,nt
CCCCCCCCNC(=O)c1ccc(C)cc1,-4,0,-6,nt
CCOc1ccc(C(C)=O)cc1COC(=O)CN1C(=O)NC2(CCCC2)C1=O,-36,-1,2,nt
Cc1ccc(NC(=O)c2ccc(OCc3c(C)noc3C)cc2)cc1,-10,-3,2,nt
O=C1OC(c2ccc(F)cc2)CC1CN1CCOCC1 (centres undefined),-41,2,4,nt
C[C@@H]1CN([C@@H](C)CO)C(=O)Cc2cc(NC(=O)Nc3ccc4c(c3)OCO4)ccc2O[C@H]1CN(C)C(=O)Nc1ccc2c(c1)OCO2,2,0,nt,-0.3
CO[C@@H]1CN(C)C(=O)c2ccc(NC(C)=O)cc2OC[C@@H](C)N(C(=O)c2ccccc2)C[C@@H]1C,-12,0,nt,-0.1
C[C@H](CO)N1C[C@H](C)[C@H](CN(C)S(=O)(=O)c2ccc(Cl)cc2)Oc2ccc(NC(=O)CCCCCC(=O)Nc3ccccc3N)cc2C1=O,-6,1,nt,-0.5
CCC(=O)Nc1ccc2c(c1)OC[C@H](C)N(C(=O)c1ccc(F)cc1)C[C@H](C)[C@@H](OC)CN(C)C2=O,-12,0,nt,0.3
COc1ccc2c3c([nH]c2c1)[C@@H](CO)N(C(=O)c1cnccn1)CC31CCN(C(=O)c2cnccn2)CC1,0,1,nt,1.2
C[C@@H]1CCCCO[C@@H](CN(C)C(=O)Nc2ccc(F)cc2)[C@@H](C)CN([C@@H](C)CO)C(=O)c2cc(NC(=O)Cc3ccccc3)ccc2O1,-14,0,nt,0.1

# Further records follow:
SMILES,RAD52 anneal inh,CASP6 VEID inh,ERp5 block,E-sel inducer
O=C(C[C@H]1C=C[C@H](NC(=O)c2cccc(F)c2)[C@H](CO)O1)NCc1ccc(Oc2ccccc2)cc1,-3,0,nt,-0.5
CO[C@H]1CN(C)C(=O)c2ccc(NC(=O)Nc3cccc(F)c3)cc2OC[C@H](C)NC[C@@H]1C,5,-1,nt,-0.3
COCC(=O)N1C[C@H](C)[C@@H](OC)CN(C)C(=O)c2ccc(NC(=O)c3ccc(F)cc3)cc2OC[C@@H]1C,-7,1,nt,0.2
C[C@H]1CN([C@@H](C)CO)C(=O)c2c(c3ccccc3n2C)-c2ccccc2CO[C@H]1CN(C)Cc1ccc2c(c1)OCO2,4,1,nt,-3.0
Cc1ccc(S(=O)(=O)N(C)C[C@H]2Oc3ccc(NC(=O)CCCCCC(=O)Nc4ccccc4N)cc3C(=O)N([C@H](C)CO)C[C@@H]2C)cc1,0,-1,nt,1.6
C[C@@H]1CN([C@@H](C)CO)C(=O)c2c(c3ccccc3n2C)-c2ccccc2CO[C@H]1CN(C)Cc1ccc(Oc2ccccc2)cc1,1,20,nt,15
CO[C@@H]1CN(C)C(=O)c2ccc(NC(=O)C3CC3)cc2OC[C@@H](C)N(Cc2cc(F)ccc2F)C[C@@H]1C,-13,1,nt,-0.3
CO[C@H]1CN(C)C(=O)c2ccc(NC(=O)c3ccccc3F)cc2OC[C@H](C)N(CC2CC2)C[C@@H]1C,19,0,nt,0.3
CO[C@H]1CN(C)C(=O)c2ccc(NC(C)=O)cc2OC[C@H](C)N(C(=O)c2ccc(F)cc2)C[C@@H]1C,-5,0,nt,-0.2
COCC(=O)N1C[C@H](C)[C@@H](OC)CN(C)C(=O)c2cc(NC(=O)Nc3cccc(F)c3)ccc2OC[C@@H]1C,6,1,nt,-0.2
CO[C@H]1CN(C)C(=O)c2ccc(NC(=O)NC(C)C)cc2OC[C@H](C)N(C(=O)CC2CC2)C[C@@H]1C,-6,2,nt,0.3
CCC(=O)N1C[C@@H](C)[C@H](OC)CN(C)C(=O)c2cc(NC(=O)NC3CCCC3)ccc2OC[C@H]1C,4,1,nt,0.0
Cc1cccc(S(=O)(=O)N2CC[C@@H]3[C@@H](CO)Nc4ccc(C#Cc5cccnc5)cc4[C@@H]32)c1,9,0,nt,-0.1
O=C(C[C@H]1C=C[C@@H](NC(=O)Nc2ccc3c(c2)OCO3)[C@@H](CO)O1)NCc1ccc(F)cc1,2,2,nt,-2.0
CO[C@H]1CN(C)C(=O)c2cc(NC(=O)c3ccc4c(c3)OCO4)ccc2OC[C@H](C)N(CCC(F)(F)F)C[C@@H]1C,3,2,nt,-0.3
CO[C@@H]1CN(C)C(=O)c2ccc(NS(C)(=O)=O)cc2OC[C@H](C)N(Cc2ccccn2)C[C@H]1C,-9,0,nt,10
CCS(=O)(=O)N1C[C@@H](C)[C@H](OC)CN(C)C(=O)c2cc(NS(=O)(=O)c3ccccc3C)ccc2OC[C@H]1C,5,0,nt,-0.2
CO[C@@H]1CN(C)C(=O)c2ccc(NC(=O)c3cccc(F)c3)cc2OC[C@@H](C)N(CC2CC2)C[C@H]1C,6,2,nt,0.0
Cc1noc(C)c1S(=O)(=O)Nc1ccc2c(c1)C(=O)N([C@@H](C)CO)C[C@H](C)[C@@H](CN(C)S(=O)(=O)c1ccc(F)cc1)OCCCC[C@@H](C)O2,nt,4,4,0.1
C[C@H]1CN([C@@H](C)CO)C(=O)CCCn2cc(nn2)CO[C@H]1CN(C)S(=O)(=O)c1ccccc1C#N,nt,4,7,0.1
CCCC#Cc1ccc([C@H]2[C@@H](CO)N(C(C)=O)[C@H]2CN(C)C(=O)C2CC2)cc1,nt,0,0,-0.1
CN(C)C(=O)c1cccc(-c2ccc3c(c2)[C@H]2[C@H](CCN2C(=O)C2CCC2)[C@@H](CO)N3)c1,nt,0,3,0.0
